From PubChem
NR5A2 inv ag – inverse agonists of human LRH-1 (NR5A2); inhibition, % at 3.6 µM; AID 602396; 360,000 compounds, 0.13% hits; O00482; HEK293T StAR-luciferase reporter, LRH-1 transfected, 24 h;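 active = inhibition above the mean inhibition of all tested compounds plus 3 SD, cut at about 73% in these data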;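 note: 0% = DMSO wells and 100% = reporter-only cells lacking LRH-1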
Target sequence (O00482 whole entry, looked up): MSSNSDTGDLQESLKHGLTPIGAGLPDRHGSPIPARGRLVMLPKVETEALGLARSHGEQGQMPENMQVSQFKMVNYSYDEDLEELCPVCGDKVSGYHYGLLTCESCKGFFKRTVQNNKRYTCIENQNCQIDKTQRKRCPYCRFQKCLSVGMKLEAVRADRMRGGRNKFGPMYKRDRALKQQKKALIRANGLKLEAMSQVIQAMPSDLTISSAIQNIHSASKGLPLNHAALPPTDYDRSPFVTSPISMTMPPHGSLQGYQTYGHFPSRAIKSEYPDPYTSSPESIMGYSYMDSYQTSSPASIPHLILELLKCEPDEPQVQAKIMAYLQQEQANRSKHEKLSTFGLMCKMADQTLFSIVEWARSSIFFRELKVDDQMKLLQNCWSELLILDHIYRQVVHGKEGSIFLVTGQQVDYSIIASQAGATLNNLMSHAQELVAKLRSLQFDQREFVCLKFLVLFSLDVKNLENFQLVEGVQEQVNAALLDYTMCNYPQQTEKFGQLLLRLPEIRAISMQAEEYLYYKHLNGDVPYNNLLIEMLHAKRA
NCOA2 inhibitor – human SRC2 (NCOA2) inhibition; inhibition, % at 9 µM; 370,000 compounds, 0.17% hits; HEK293 GAL4-SRC2 luciferase reporter, luminescence; AID 651957; Q15596;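 active = inhibition above the mean inhibition of all tested compounds plus 3 SD, set per campaign, cut at about 52% in these data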;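 note: 0% = DMSO treated cells and 100% = cells given Gossypol at 36 µM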
NOD2 RIPK2 PPI – inhibitors of human NOD2-RIPK2 interaction; inhibition, % at 4.98 µM; O43353; CHO BLA complementation NOD2-RIPK2, CCF4 ratio; 360,000 compounds, 0.38% hits; in the data active = inhibition above about 21%;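 note: 0% = vehicle only and 100% = reference blocker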
SRC1 inh – inhibits human SRC1 coactivator. HEK293 GAL4-SRC1 luciferase reporter, luminescence. inhibition, % at 3.6 µM. 360,000 compounds, 0.12% hits. AID 588354;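 active = inhibition above the campaign mean plus 3 SD, with each screening campaign given its own cutoff, cut at about 60% in these data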;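 note: 0% = DMSO treated cells and 100% = gossypol at 36 µM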
TRAIL sens C8 – caspase-8 TRAIL sensitization | AID 624354 | 360,000 compounds, 1% hits | inhibition (viability loss, TRAIL sensitization), % at 10 µM | NB7+C8 cells + TRAIL, ATPlite viability luminescence;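 active = compounds causing at least 50% loss of cell viability in the single-dose screen, relative to plate controls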
TROY signal inh – inhibitors of TROY-dependent NF-kB signaling. Q293 LMP1-TROYcd NF-kB luciferase reporter, 4 h. inhibition, % at 10 µM. 360,000 compounds, 0.98% hits. AID 1347056;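 active = compounds whose plate-normalised and pattern-corrected inhibition of the luciferase reporter signal at the single screening dose is 50% or more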
LMP1 NFkB inh – inhibitors of Epstein-Barr LMP1-induced NF-kappaB reporter; 350,000 compounds, 0.69% hits; AID 504558; inhibition, % at 12.5 µM; LMP1-induced NF-kappaB luciferase reporter cells, luminescence; in the data active = inhibition above about 41%;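 note: 0% = neutral control wells and 100% = reference inhibitor control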
NCOA3 inh – human NCOA3 inhibition; Q9Y6Q9; HEK293 GAL4-SRC3 luciferase reporter, luminescence; inhibition, % at 3.6 µM; 360,000 compounds, 0.17% hits;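 active = inhibition above a per-campaign cutoff, the mean of all compounds plus 3 SD, cut at about 60% in these data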;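 note: 0% = DMSO-treated cells and 100% = gossypol-treated cells at 36 µM; higher means less SRC3-driven luciferase light from the GAL4 reporter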
COUP-TFII inh – NR2F2 (human) inhibition, primary screen; 370,000 compounds, 0.7% hits; AID 686940; HEK293T NGFI-A luciferase reporter, luminescence; P24468; inhibition, % at 8.6 µM;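 active = inhibition above a per-plate cutoff, mean inhibition of test wells between control levels plus 3 SD, cut at about 38% in these data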;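 note: cells cotransfected with COUP-TFII expression vector driving the NGFI-A reporter; 0% = median of COUP-TF2 test wells and 100% = reporter-only cells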
Target sequence (P24468 whole entry, looked up): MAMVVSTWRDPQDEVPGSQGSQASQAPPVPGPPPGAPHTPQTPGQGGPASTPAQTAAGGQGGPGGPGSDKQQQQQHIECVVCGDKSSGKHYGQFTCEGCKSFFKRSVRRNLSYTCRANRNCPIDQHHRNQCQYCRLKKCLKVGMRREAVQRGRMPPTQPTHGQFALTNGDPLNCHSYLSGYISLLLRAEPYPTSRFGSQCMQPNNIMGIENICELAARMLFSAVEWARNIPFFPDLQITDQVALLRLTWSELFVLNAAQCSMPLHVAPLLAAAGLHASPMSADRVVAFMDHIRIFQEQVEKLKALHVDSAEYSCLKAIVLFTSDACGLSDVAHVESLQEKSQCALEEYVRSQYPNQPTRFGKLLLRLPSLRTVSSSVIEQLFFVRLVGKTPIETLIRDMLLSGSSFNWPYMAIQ
TLR9-MyD88 inh – blocks human TLR9 binding to MyD88; AID 504734; 340,000 compounds, 0.21% hits; Q9NR96+Q99836; inhibition, % at 4.98 µM; CHO BLA complementation TLR9-MyD88, CCF4 FRET ratio;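 active = inhibition above the mean over all tested compounds plus 3 SD, cut at about 21% in these data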;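 note: 0% = DMSO only wells and 100% = clavulanate BLA inhibitor control wells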
TWEAK Fn14 block – blocks TWEAK-Fn14 interaction in a reporter cell assay | inhibition, % at 10 µM | AID 1159606 | 360,000 compounds, 2% hits | TWEAK-stimulated Fn14 reporter cells, luciferase luminescence, 8 h; in the data active = inhibition above about 50%
Active calls of the source: *; nt = no result given; & = joins results of further samples. The list is partial, so the mix of outcomes need not match the whole.

SMILES	NR5A2 inv ag	NCOA2 inhibitor	NOD2 RIPK2 PPI	SRC1 inh	TRAIL sens C8	TROY signal inh	LMP1 NFkB inh	NCOA3 inh	COUP-TFII inh	TLR9-MyD88 inh	TWEAK Fn14 block
COc1cc(C(CC(=O)Nc2ccc(Cl)cn2)N2Cc3ccccc3C2=O)cc(OC)c1OC (configuration not stated)	1	12	-1	-46	30	3	9	9	4	-2	0
O=C(CN1C(=O)c2ccccc2S1(=O)=O)N1CCN(Cc2ccc3c(c2)OCO3)CC1	6	-17	-3	-14	-5	-1	2	1	-2	6	-17
Cn1c(SCC(=O)NC(C)(C)C)nnc1-c1ccc(C(C)(C)C)cc1	15	5	-3	-4	-12	-1	-7	18	-5	-4	6
CCN(C[C@H]1N[C@@](CC)(C(=O)OC)[C@H]2C(=O)N(C)C(=O)[C@@H]12)C(=O)Nc1ccc(C)cc1	-7	2	-10	4	0	-11	-3	-8	-16	-11	-24
Cc1ccc(-c2noc(CCC(=O)N3CCN(c4cccc(C(F)(F)F)c4)CC3)n2)cc1	7	-6	-3	1	-2	39	9	8	-1	0	46
O=C(Nc1cccc2ccccc12)/C(=C/c1ccc([N+](=O)[O-])cc1)NC(=O)c1ccccc1	11	-8	6	-8	7	-8	3	18	17	-3	16
C=CCNc1ccccc1S(=O)(=O)NCc1ccccc1	7	3	3	-2	-3	-16	-6	-2	-3	0	0
COc1ccc(NC(=O)Cn2nnc(C(=O)NCc3cccs3)c2N)cc1	28	3	-19	13	5	-13	0	21	-12	6	21
COC(=O)c1ccc(NC2=C(Cl)C(=O)OC2OC(=O)c2ccccc2)cc1 (configuration not stated)	0	-16	-1	-13	-5	23	-5	-8	9	-14	-18
O=C(CN1C(=O)NC2(CCCCC2)C1=O)N1CCN(S(=O)(=O)c2cccc([N+](=O)[O-])c2)CC1	1	18	4	-17	1	0	5	0	-12	-3	10
CC(=O)N1CCN(CC(c2ccccc2)c2ccccc2)CC1	0	-18	0	-7	-7	0	7	-3	-50	1	2
Cn1c(NC(=O)C(C)(C)Oc2ccc(Cl)cc2)cc(=O)n(C)c1=O	6	-18	3	-1	5	-7	-4	-2	-6	4	15
CC(C)Oc1ccc(C(=O)Nc2ccc(NC(=O)c3ccco3)c(Cl)c2)cc1	-79	-41	-4	-55	40	4	-22	-29	3	5	-4
C=CCNC(=S)NNC(=O)c1cccc2ccccc12	6	-22	1	-6	2	-13	-3	-3	-6	-1	9
COc1ccc(C)cc1NC(=O)NC(C)c1ccc2c(c1)OCO2 (configuration not stated)	-1	-8	-8	-10	3	13	-8	20	-15	-11	-1
O=C(CSC(=S)N1CCOCC1)N1N=CCC1c1ccccc1 (configuration not stated)	-11	2	0	-25	1	-6	-10	-1	-11	-1	-2
CCOC(=O)/C(C#N)=C/c1cccc([N+](=O)[O-])c1	-16	-4	-6	-19	-2	4	13	-17	1	-2	10
Cc1ccccc1-n1c(SCC(=O)Nc2ccccc2Cl)nc2n[nH]c(C)c2c1=N	21	-20	13	-4	10	13	6	15	3	4	7
CCOC(=O)CNS(=O)(=O)c1ccc2c3c(cccc13)C(=O)N2CC	15	-17	16	-2	3	-2	11	9	-29	8	11
CC(C)CCNc1ncnc2c1nnn2Cc1ccccc1Cl	-13	3	5	8	37	12	-6	4	-9	10	-31
C=C(C)COc1ccc(-c2nc(N)ncc2Oc2ccccc2OC)c(O)c1	2	-1	-12	-7	-8	-13	-8	6	-11	-10	19
COc1ccc(-n2c(=O)c(CCC(=O)N3CCN(c4ccccc4O)CC3)nc3ccccc32)cc1	8	5	2	20	-5	-11	4	-15	-7	7	4
COC(=O)c1ccc(C(=S)NCC2(N(C)C)CCCCC2)cc1	-7	-34	8	12	8	-12	7	-12	12	-4	13
COc1ccc(C)cc1NC(=O)C1CCCN(S(=O)(=O)c2cccc3cccnc23)C1 (configuration not stated)	-19	nt	-10	2	-2	-1	-2	-14	nt	-7	5
CCn1c(CC(=O)Nc2ccc(F)cc2)nnc1SCC(=O)Nc1nnc(C)s1	-7	18	-3	21	-6	4	-2	7	2	0	-10
C=CCN(c1ccc(C(=O)NCCc2ccccc2)cc1)S(C)(=O)=O	-17	-39	-7	-17	-7	-56	-9	-30	-13	-1	-22
O=C(c1ccc(F)cc1)N1CCC(n2nnc3ccccc32)CC1	9	13	-5	-4	-1	15	1	9	-9	8	-6
COc1cc(C(=O)n2nc(C)cc2C)cc(OC)c1OC	3	-9	-2	-23	-2	-24	2	4	9	-9	4
Cc1ccc(S(=O)(=O)N2C(=O)CCC2C(=O)O/N=C(\N)c2cccc([N+](=O)[O-])c2)cc1 (configuration not stated)	14	-20	6	1	-4	-6	5	4	0	4	5
COc1ccc(CCNC2=NCCS2)cc1	-3	0	4	-28	2	-20	8	-26	7	5	-14
COc1ccc2cc(C(=O)N/N=C/c3cc(OC)c(OC)c(OC)c3)[nH]c2c1	-5	-3	-10	-53	4	-10	4	-21	-13	6	26
C=CCN1C(=O)CN=C1Nc1ccc(OC)cc1OC	4	-6	0	-17	-10	7	-28	4	-14	11	14
COCCN1Cc2cccc(C(=O)Nc3ccc4c(c3)OCCO4)c2C1=O	3	9	-15	-6	-6	56*	14	-14	6	2	74*
Oc1ccc(Cl)cc1C1=NNC(c2cc(Br)cc3c2OCOC3)C1 (configuration not stated)	2	-17	-7	4	-2	-8	-1	-8	4	-6	10
Cc1cc(C)nc(CCNC(=O)CC2C(=O)NCCN2Cc2ccc(F)cc2Cl)n1 (configuration not stated)	-7	-16	1	3	-10	-15	-5	14	-6	-7	-9
Cc1cccc(-n2c(Cc3cc(=O)[nH]c(=O)[nH]3)nnc2SCC(=O)Nc2cccc(C(F)(F)F)c2)c1	16	-13	-11	-1	-6	19	3	16	-9	-4	-4
CCCC(=O)C1=C(O)C(C(=O)OC)C(C)(C)CC1=NC(C)(C)C (configuration not stated)	9	1	0	5	-1	-10	8	13	2	-13	0
COc1ccc(-n2c(=S)[nH]c3cc(C(=O)NCc4ccco4)ccc3c2=O)cc1OC	-1&-1	-1&-4	-5&-2	-10&1	0&-7	9&1	2&5	1&-3	6&-10	-8&-4	4&-10
CC(=O)N1CCc2c(sc(NC(=O)CCS(=O)(=O)c3ccc(C)cc3)c2C(N)=O)C1	2	-19	-3	2	-12	9	-6	17	-10	-10	5
COc1ccccc1N(C(=O)c1snc(C(N)=O)c1N)C(C(=O)NC1CCCC1)c1ccco1 (configuration not stated)	0	4	-11	-11	20	3	17	12	5	-10	-12
O=[N+]([O-])c1ccc(COc2ncnc3ccccc23)cc1	13	-19	2	-8	-5	13	-1	12	22	5	-11
O=C(CCNC(=O)Cn1ccc2ccccc2c1=O)NCCN1CCN(c2cccc(Cl)c2)CC1	0	4	-1	7	-11	13	-9	25	8	6	7
O=C(Nc1cccnc1)c1cc(-c2cccs2)on1	-7	-24	3	3	-2	-21	4	-2	11	12	30
O=C(NCC[C@H]1CC[C@@H](NC(=O)C2CCOCC2)[C@@H](CO)O1)Nc1ccc(Cl)cc1	-7	20	-4	nt	13	nt	nt	nt	-20	nt	nt
CCOC(=O)C(CSCC(=O)c1ccc(Cl)cc1)NC(=O)OC(C)(C)C (configuration not stated)	21	-2	1	11	7	17	-2	17	-1	-1	-18
O=C(Nc1ccnn1C1CCN(C(=O)c2ccccc2C(F)(F)F)CC1)C1CC1	12	-25	-8	-2	-7	-27	1	-5	-7	-2	9
O=C(Nc1ccc2c(c1)C(=O)NC2=O)c1ccc2ncsc2c1	-18	-56	6	-29	8	-22	-16	-24	0	4	-38
Cn1cc(S(=O)(=O)N2CCN(c3ccccc3)CC2)c(=O)n(C)c1=O	12	29	-1	15	-8	5	-8	-27	10	1	-8
CSc1nc(-c2ccccc2)nc(NC(C)=O)c1C(C)=O	8	11	-5	9	-4	14	1	17	-11	-18	13
CC(=O)Nc1cccc(-c2ccnc3c2CC(C(=O)NCc2ccncc2)O3)c1 (configuration not stated)	6	-3	1	-5	-5	-4	nt	-5	-15	nt	5
C[C@@H]1CN([C@H](C)CO)C(=O)CCCn2nncc2CO[C@@H]1CN(C)S(=O)(=O)c1ccc(-n2cccn2)cc1	-8	-8	1	4	-14	5	3	0	-18	4	-34
CCOC(=O)C1=NN(c2ccccc2)C2C(=O)N(c3ccccc3OC)C(=O)C12 (configuration not stated)	6	18	8	-12	-10	7	12	7	4	8	-6
O=C(NCCCn1ccnc1)c1cccnc1	-14	0	-3	-17	10	-9	5	14	10	-5	-5
COc1cccc(C(=O)c2ccncc2C(=O)O)c1OC	-2	9	-12	9	-11	6	-2	3	-6	-9	2
COc1ccc(OC)c(CCNC(=O)CCCc2nnc3n(C)c(=O)c4sccc4n23)c1	-5	-26	-6	-6	3	4	-8	5	-1	-1	0
CS(=O)(=O)C1=NSC2=NC(=O)/C(=C\c3ccc(OC(=O)c4ccco4)c(Br)c3)C(=N)N21	4	-23	-8	-15	-2	-4	-5	14	10	5	8
COc1ccc(-c2nc3ccc(Cl)cn3c2Cc2ccccc2)cc1OC	6	12	6	-2	-5	-2	nt	-6	-4	nt	2
Cc1nnc(NCc2ccncc2)c2ccccc12	-23	-10	-3	7	21	-16	14	-15	-8	-3	-11
CC(=O)c1c(N2CCN(CCO)CC2)nc(=S)n(-c2ccccc2)c1C	5	-29	-19	0	-12	-3	-2	14	-10	0	-10
O=C(NCC(c1cccs1)N1CCOCC1)c1cc([N+](=O)[O-])cc([N+](=O)[O-])c1 (configuration not stated)	11	-8	-8	-10	9	8	3	17	3	-14	16

Continuation:
SMILES	NR5A2 inv ag	NCOA2 inhibitor	NOD2 RIPK2 PPI	SRC1 inh	TRAIL sens C8	TROY signal inh	LMP1 NFkB inh	NCOA3 inh	COUP-TFII inh	TLR9-MyD88 inh	TWEAK Fn14 block
O=C(CSc1nccc(=O)[nH]1)NC1CCCC1	3	12	3	-1	4	4	5	15	5	-4	21
CCC(C)[C@H]1CN=C(N)N1CCCc1cc(OC)c(OC)c(OC)c1 (some centres not stated)	2	-8	-13	-16	-3	4	-6	-4	-2	-4	3
CN(C(=O)c1cccc(NC(=O)Cc2ccc(NC(=O)C3CCN(S(=O)(=O)c4cccc([N+](=O)[O-])c4)CC3)cc2)c1)C1CCCC1	11	-33	5	0	-9	-5	-10	-15	6	-9	-24
CCOC(=O)C1=C(COC(=O)c2ccc([N+](=O)[O-])o2)NC(=O)NC1C (configuration not stated)	25	-2	-11	-24	9	-10	3	25	-10	-8	2
COc1ccc(CCN=C(N)C(C)c2ccccc2)cc1OC (configuration not stated)	4	-30	-3	0	-3	4	-6	21	6	-6	5
CC(C)Nc1nc(-c2ccccc2)nnc1-c1ccccc1	4	-4	7	-9	-9	-6	-10	1	-15	-10	2
Cc1ccc(C(=O)OCCc2sc[n+](Cc3ccccc3)c2C)cc1	5	-2	-3	4	-8	-1	-2	23	2	-4	6
COc1ccc(COC(=O)CN2C(=O)NC3(CC(C)CC(C)(C)C3)C2=O)cc1F (configuration not stated)	12	9	2	3	-14	2	10	14	-3	-5	5
